Source: PubChem BioAssay (several laboratories)
LMPTP inh – LMPTP (human) inhibition. recombinant LMPTP-A, OMFP fluorogenic substrate, fluorescence intensity. inhibition, % at 20 µM. 360,000 compounds, 0.22% hits;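 active means compounds that cut the enzyme signal by at least half of the control window in the single-dose screen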;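 further: plate controls were DMSO wells with enzyme plus substrate for no effect and substrate without enzyme for full effect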
Target sequence (P24666 whole entry, looked up): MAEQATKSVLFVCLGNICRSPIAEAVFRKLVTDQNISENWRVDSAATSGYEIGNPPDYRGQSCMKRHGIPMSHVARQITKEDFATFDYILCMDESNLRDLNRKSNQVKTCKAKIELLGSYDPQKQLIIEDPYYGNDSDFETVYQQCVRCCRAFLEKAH
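Material: LMPTP-A; amount: 0.625 nM enzyme; doses: single 20 µM dose; times: reaction 50 min, room temperature, dark; technique: fluorescence intensity of OMFP turnover product; benchmarks: no-enzyme and uninhibited controls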
Rpn11 inh – inhibitors of human proteasome Rpn11; O00487; human 26S proteasome, Ub4-pepOG fluorescence polarization; 20S core pre-blocked with epoxomicin; calls only at 20 µM; 360,000 compounds, 0.59% hits;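 active means inhibition at 20 µM, scaled to each plate's controls, above about 33%, limit read from the data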
Target sequence (O00487 whole entry, looked up): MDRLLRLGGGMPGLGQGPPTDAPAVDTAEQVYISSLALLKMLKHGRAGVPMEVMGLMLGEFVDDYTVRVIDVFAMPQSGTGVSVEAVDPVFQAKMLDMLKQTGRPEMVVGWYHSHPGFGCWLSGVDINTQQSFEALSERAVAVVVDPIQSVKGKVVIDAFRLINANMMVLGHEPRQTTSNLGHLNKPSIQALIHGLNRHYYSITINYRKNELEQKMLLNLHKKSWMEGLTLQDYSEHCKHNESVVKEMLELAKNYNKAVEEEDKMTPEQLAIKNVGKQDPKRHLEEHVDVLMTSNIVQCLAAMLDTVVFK
Rin1-Abl PPI inh – human Rin1-Abl interaction inhibition; P00519+Q13671; TR-FRET Rin1/Abl binding, biochemical; inhibition, % at 7.35 µM; 360,000 compounds, 0.4% hits; in the data active means inhibition above about 5%, passing the limit was not always enough
Neddylation inh – cullin neddylation inhibition; P61081+Q13564; TR-FRET cullin neddylation, biochemical; calls only at 25 µM; 360,000 compounds, 0.58% hits; in the data active means inhibition above about 36%
CSN deneddyl inh – inhibitors of human CSN-mediated cullin deneddylation; Purified CSN, SCF-Nedd8-OG deneddylation, fluorescence polarization; Q92905; 360,000 compounds, 0.38% hits; inhibition, % at 12.5 µM; AID 651999;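 active means pattern-corrected inhibition above about 35%, with an unprinted fluorescence ratio check between 0.5 and 1.5, limit read from the data, passing the limit was not always enough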;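 further: 0% = enzyme with substrate and 100% = substrate without enzyme; some results filed as inactive read as strong as hits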
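Assay system: HEK293T-derived human Csn5 enzyme; quantity: 0.24 nM enzyme; medium: Tris/NaCl/DTT buffer, pH 7.5; also added: substrate SCFSkp2-Nedd8OG, 10 nM; doses: 12.5 µM compound; schedule: 90 min reaction at room temperature; signal: FP; read-out: % inhibition of substrate cleavage by Csn5; benchmarks: substrate-only high control, full reaction low control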
Scp1 inh – blocks human Scp-1 phosphatase activity; Recombinant Scp1, phosphopeptide, malachite green phosphate absorbance; inhibition, % at 20 µM; 340,000 compounds, 0.88% hits;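 active means inhibition above about 50% at 20 µM, limit read from the data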;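 further: plate controls were DMSO wells with enzyme for no effect and wells lacking enzyme for full effect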
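Incubation: 45 min enzyme reaction at room temperature / System: truncated SCP-1 phosphatase (76-261aa) / Reagent: Phospho 17-mer peptide substrate / Buffer or medium: Acidic Tris acetate buffer with magnesium and detergent / Signal: absorbance at 630 nm / Doses: one concentration, 20 µM, with 1.0% DMSO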
DNMT1 inh – inhibitors of human DNMT1 | DNMT1 molecular beacon, Hinp1I cleavage, fluorescence | inhibition (reported as % activation of signal), % at 10 µM | 360,000 compounds, 0.83% hits | AID 588458; in the data active means inhibition above about 50%
STEP inh – STEP (human) phosphatase inhibition. P54829. recombinant STEP, OMFP fluorogenic substrate, fluorescence. inhibition, % at 20 µM. 360,000 compounds, 0.25% hits. AID 588621;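 active means inhibition at 20 µM, scaled per plate between control wells, above about 37%, limit read from the data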;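 further: 0% = DMSO with enzyme and substrate and 100% = substrate only without enzyme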
Target sequence (P54829 whole entry, looked up): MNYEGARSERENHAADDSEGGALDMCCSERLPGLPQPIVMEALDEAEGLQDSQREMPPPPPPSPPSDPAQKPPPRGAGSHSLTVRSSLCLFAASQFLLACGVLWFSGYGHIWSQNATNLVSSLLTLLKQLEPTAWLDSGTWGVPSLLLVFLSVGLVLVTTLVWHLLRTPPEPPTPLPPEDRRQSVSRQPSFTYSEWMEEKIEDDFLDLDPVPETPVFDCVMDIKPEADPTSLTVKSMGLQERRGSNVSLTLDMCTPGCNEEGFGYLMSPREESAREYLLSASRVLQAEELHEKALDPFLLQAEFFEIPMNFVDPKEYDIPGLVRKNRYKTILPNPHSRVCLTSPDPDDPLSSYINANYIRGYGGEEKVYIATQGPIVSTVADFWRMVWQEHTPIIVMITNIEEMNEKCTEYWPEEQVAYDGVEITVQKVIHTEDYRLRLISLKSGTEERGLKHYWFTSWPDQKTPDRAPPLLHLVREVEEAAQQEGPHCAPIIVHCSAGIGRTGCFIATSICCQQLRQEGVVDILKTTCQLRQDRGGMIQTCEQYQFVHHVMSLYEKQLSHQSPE
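Assay system: isolated STEP enzyme. Buffer or medium: pH 6.0 Bis-Tris with DTT and Tween 20. Also added: fluorogenic phosphatase substrate OMFP at 25 µM final. Dosing: 20 µM, 1% DMSO. Timing: 20 min reaction, room temperature, in the dark. Measured by: fluorescence intensity, excitation 480 nm, emission 540 nm. Evaluation: normalized % inhibition.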
SUMO1-SIM PPI – alters human SUMO1 binding to SIM partners; P63165; SUMO1 binding to a labelled peptide, TR-FRET, 1 h; inhibition, % at 20 µM; 360,000 compounds, 0.33% hits; in the data active means inhibition above about 37%
NadD inh – NadD (S. aureus) enzyme inhibition; 360,000 compounds, 0.78% hits; purified NadD enzyme, colorimetric absorbance read-out; inhibition, % at 20 µM; in the data active means inhibition above about 26%; further: some compounds past the cut are filed as inactive
* marks the source's active call; other numbers are inactive results; i = inactive; . = no result given; + = active, no number.

Results follow in this order: LMPTP inh	Rpn11 inh	Rin1-Abl PPI inh	Neddylation inh	CSN deneddyl inh	Scp1 inh	DNMT1 inh	STEP inh	SUMO1-SIM PPI	NadD inh
- Oc1cccc(CN2CCCCC2)c1
→ -0.1	i	-1	i	5	-1	4	-1	-1	-1
- CSc1nnc(Cn2c(=O)sc3ccccc32)n1-c1ccccc1C
→ -0.2	i	-4	i	-4	0	1	-3	-4	-4
- COc1c(F)c(F)c(C(=O)O)c(Nc2ccc(C)cc2C)c1F
→ -1.0	i	2	i	-6	-7	0	-1	1	-2
- CCCCNCCCCOc1ccccc1
→ -1.7	i	0	i	2	0	0	-3	-6	1
- Cc1ccc(-n2nc(C(=O)O)c(O)cc2=O)cc1
→ -1.4	i	-1	i	-3	-8	9	1	-4	0
- CCCCNS(=O)(=O)c1ccc2nc(-c3cccnc3)cc(C(=O)NC(C)C)c2c1
→ -1.3	i	1	i	-3	3	-3	0	-6	-1
- CCCc1nc(NC(=O)c2ccccc2)nc(NC(=O)c2ccccc2)n1
→ -0.9	i	1	i	2	-2	0	-1	3	-1
- O=C(c1ccco1)N1CCN(CCCCOc2cccc3ccccc23)CC1
→ -1.1	i	0	i	-12	-1	6	0	-1	-7
- CC1CCN(C(=O)C2Cc3ccccc3CN2S(=O)(=O)c2ccc(F)cc2)CC1 (configuration not stated)
→ -0.6	i	3	i	-4	16	1	-2	-2	0
- Cc1nnc(NC(=O)c2ccc(S(=O)(=O)N(C)c3ccccc3)cc2)s1
→ -0.2	i	0	i	-5	5	2	-2	-1	-8
- S=c1[nH]cnc2scc(-c3ccc(Br)cc3)c12
→ 2.3	i	-3	i	6	-6	0	5	3	11
- CC(Sc1cccc[n+]1[O-])C(=O)Nc1ccc(Oc2ccccc2)cc1 (configuration not stated)
→ -0.5	i	2	i	-1	-15	-3	0	3	6
- COc1ccc(Cl)cc1NC(=O)CN1CCN(S(=O)(=O)N2CCCCC2)CC1
→ 0.9	i	2	i	-1	-2	-1	-2	3	0
- COc1ccc(C(=O)N2CCC(N3CCN(c4ccccc4)CC3)CC2)cc1
→ -1.2	i	2	i	0	-2	-1	-1	-4	-5
- CCOC(=O)C1(C)CCCCN1C(=O)c1ccccc1OC (configuration not stated)
→ -0.8	i	3	i	0	.	5	0	-2	-3
- O=C(NCc1cccnc1)c1ccc(-c2ccccc2[N+](=O)[O-])o1
→ -1.4	i	1	i	2	-1	-5	2	-11	5
- O=C1OCCN1CCNCc1cn(-c2ccc(F)cc2)nc1-c1ccccc1Cl
→ 0.1	i	2	i	-1	-7	0	-4	-4	-4
- Cc1[nH]c(=O)[nH]c(=O)c1NS(=O)(=O)c1ccccc1
→ -1.9	i	-4	i	-7	-5	-3	-2	-1	0
- C=CCOc1cccc(CNn2cn[nH]c2=S)c1
→ -7.7	i	3	i	-1	-2	-7	0	0	2
- O=C(NC1CCCCCCC1)c1ccc(Br)o1
→ -1.5	i	-1	i	-2	-3	-1	2	2	4
- CCC(=O)N1CCc2cc(S(=O)(=O)NC(Cc3ccccc3)C(=O)NC3CCCCC3)ccc21 (configuration not stated)
→ -0.7	i	1	i	-3	0	-5	-3	-1	-3
- Cc1nc(-c2ccccc2)sc1C1(C)CC(c2ccc([N+](=O)[O-])cc2)=NO1 (configuration not stated)
→ -0.1	i	2	i	-4	9	-8	0	-34	5
- COc1ccc(C2C3=C(CC(C)(C)CC3=O)N(CC(=O)O)C3=C2C(=O)CC(C)(C)C3)cc1OC
→ -1.6	i	4	i	0	-7	-1	-3	-5	1
- Nc1ncnc2c1ncn2[C@@H]1O[C@H](C(=O)NCc2ccc3c(c2)OCO3)[C@@H](O)[C@H]1O
→ -1.3	i	4	i	1	.	-1	0	-1	0
- O=C(CCl)Nc1cc2[nH]c(=O)[nH]c2cc1Br
→ 11	i	1	i	-1	-5	4	-3	7	-3
- COc1cccc(CC(NC(C)=O)C(=O)NC2CCN(c3c4c(nc5ncnn35)CCC4)CC2)c1 (configuration not stated)
→ -0.2	i	4	i	-2	9	4	-1	3	-2
- CCOc1cccc2cc(C(=O)NCc3ccc(C)cc3)c(=N)oc12
→ 3.7	i	-1	i	0	-5	-3	4	-14	-3
- CS(=O)(=O)Cc1ccc(C(=O)NNC(=O)c2cc(-c3ccccc3)n[nH]2)cc1
→ 0.2	i	0	i	4	-5	0	0	7	3
- COc1nccnc1NS(=O)(=O)c1ccc(NC(=O)c2ccccc2Br)cc1
→ -0.1	i	3	i	1	-8	-1	0	9	-3
- CC(Sc1nnc(COc2ccc(Cl)cc2)n1Cc1ccco1)C(=O)N1CCNC1=O (configuration not stated)
→ -0.5	i	-1	i	-3	-1	1	0	1	1

Compound profiles, as listed above. Screens in order: LMPTP inh, Rpn11 inh, Rin1-Abl PPI inh, Neddylation inh, CSN deneddyl inh, Scp1 inh, DNMT1 inh, STEP inh, SUMO1-SIM PPI, NadD inh
Cc1[nH]c(=O)[nH]c(=O)c1NS(=O)(=O)c1ccccc1 is listed with -1.9, i, -4, i, -7, -5, -3, -2, -1, 0
C=CCOc1cccc(CNn2cn[nH]c2=S)c1 is listed with -7.7, i, 3, i, -1, -2, -7, 0, 0, 2
Nc1ncnc2c1ncn2[C@@H]1O[C@H](C(=O)NCc2ccc3c(c2)OCO3)[C@@H](O)[C@H]1O is listed with -1.3, i, 4, i, 1, ., -1, 0, -1, 0
CCOc1cccc2cc(C(=O)NCc3ccc(C)cc3)c(=N)oc12 is listed with 3.7, i, -1, i, 0, -5, -3, 4, -14, -3
COc1ccc(C2C3=C(CC(C)(C)CC3=O)N(CC(=O)O)C3=C2C(=O)CC(C)(C)C3)cc1OC is listed with -1.6, i, 4, i, 0, -7, -1, -3, -5, 1

New compounds follow:
Results follow in this order: LMPTP inh	Rpn11 inh	Rin1-Abl PPI inh	Neddylation inh	CSN deneddyl inh	Scp1 inh	DNMT1 inh	STEP inh	SUMO1-SIM PPI	NadD inh
- S=c1nccc(-c2ccc3c(c2)CCO3)[nH]1
→ -0.8	i	-2	i	2	-7	-4	1	-9	8
- COc1ccc(C2=CC3=C(Br)C(=O)C(C)(O)C(=O)C3=CO2)cc1 (configuration not stated)
→ -1.6	i	2	i	3	0	7	-1	52*	4
- Cc1cc(-c2cccnc2)c(C#N)c(SCC#N)n1
→ 0.4	i	-1	i	3	-7	1	-1	-5	1
- CC(C)N1C(=O)c2ccccc2NC(=O)C1C(=O)NCc1cccs1 (configuration not stated)
→ 0.5	.	.	i	0	.	.	.	0	.
- CCOC(=O)c1ccc(NC(=O)Cn2cc3c(n2)CCC(C)C3)cc1 (configuration not stated)
→ 0.4	i	2	i	-5	2	24	3	7	1
- COCc1cc(C)nc(OCC(=O)N/N=C/c2ccccc2)c1C#N
→ -0.9	i	-2	i	-5	-1	0	-1	0	-2
- O=C(Nc1nc2ccccc2n1Cc1ccc(Cl)cc1)c1ccco1
→ -1.1	i	0	i	-4	0	24	2	-11	11
- O=C(CSc1nc2ccccc2c(=O)n1-c1ccccc1F)NC1CCS(=O)(=O)C1 (configuration not stated)
→ -2.0	i	0	i	-1	-5	4	-2	-3	5
- Cc1ccc(NC(=O)c2ccco2)cc1C
→ 0.3	i	-1	i	-2	-8	0	1	1	3
- CCN(CC)CCCNc1nc(C)cc(COC)c1C#N
→ -0.1	i	-2	+	-2	0	0	-1	3	-7
- OC(CN1CCN(c2ccc(F)cc2)CC1)c1ccc(Cl)cc1 (configuration not stated)
→ -0.8	i	0	i	3	-6	0	2	1	-4
- CCOC(=O)N1CCN(C(=O)C2CCN(S(=O)(=O)c3cc(C)ccc3OC)CC2)CC1
→ -0.2	i	1	i	6	-2	-1	1	1	-3
- CCN(CC)S(=O)(=O)c1ccc2[nH]c(=O)cc(C(=O)NCC3CCCO3)c2c1 (configuration not stated)
→ -0.4	i	3	i	-5	-3	6	-1	3	0
- COc1ccc(-c2nnc(SCc3nc4ccccc4s3)n2C(C)C)cc1
→ -0.5	i	1	i	-3	3	-5	0	-3	7
- COc1ccc(CC(=O)NCCN2CCOCC2)cc1
→ 1.4	i	0	i	-7	-1	5	-1	-4	-1
- CC(C)CC(=O)Nc1ccc(C(=O)CN2C(=O)NC3(CCOc4ccccc43)C2=O)cc1 (configuration not stated)
→ -0.5	i	0	i	-5	0	0	-2	0	-3
- O=C(CN1CCN(Cc2ccccc2)CC1)N1CCCCCC1
→ -1.1	i	-3	i	4	-3	0	0	1	2
- O=C(CN(C(=O)c1ccco1)c1cccc(F)c1)NCc1ccc(F)cc1
→ -2.0	i	4	i	2	-8	0	6	1	3
- COc1ccc2nc(SCC(=O)NC3CC3)c(C#N)cc2c1
→ 0.7	i	-1	i	2	-6	3	0	-19	-2
- N#Cc1ccccc1OCC(=O)NC(=O)NCc1ccccc1
→ 0.1	i	4	i	-5	-1	-1	-3	-1	-8
- Cc1cc(C(C)(C)C)c(OC(=O)[C@@H]2OC(c3ccccc3)=C[C@H]2c2ccccc2)c(C(C)(C)C)c1
→ 0.9	i	1	i	-4	-4	7	3	-7	6
- COc1ccc(CN(C)C(=O)c2cc(S(=O)(=O)N3CCCCCC3)ccc2OC)cc1OC
→ -7.2	i	6	i	-1	-2	6	-4	-23	6
- CCOCCCNC(=O)CCc1nnc2n(CCC(C)C)c(=O)c3ccccc3n12
→ -0.6	i	4	i	-4	-6	4	0	3	1
- CCCCCCCCCCC[N+](C)(C)CC/C=C1/c2ccccc2Sc2ccc(Cl)cc21
→ 3.6	i	-2	i	6	5	29	6	25	16
- O=C(NCc1ccc(Cl)c(Cl)c1)c1cccnc1
→ -1.9	i	2	i	-5	-6	-1	4	-2	1
- Clc1ccccc1CN1CCN(CCCc2ccccc2)CC1
→ -1.0	i	-4	i	-4	-7	4	1	5	-8

Ordered by the number under DNMT1 inh (high to low): three from the list above
| structure | DNMT1 inh |
| --- | --- |
| CCCCCCCCCCC[N+](C)(C)CC/C=C1/c2ccccc2Sc2ccc(Cl)cc21 | 29 |
| Cc1cc(C(C)(C)C)c(OC(=O)[C@@H]2OC(c3ccccc3)=C[C@H]2c2ccccc2)c(C(C)(C)C)c1 | 7 |
| COc1ccc(CN(C)C(=O)c2cc(S(=O)(=O)N3CCCCCC3)ccc2OC)cc1OC | 6 |
